Cneo AK release: causes C. neoformans cell lysis | adenylate kinase release luminescence, 4 h; normalised: neutral wells 0, clomiphene wells 100 | lysis activity, % at 15 µM | 0.2% of 360,000 active | AID 651654;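 active = mean lysis activity across replicates of at least 80%, whatever share of replicates individually reach that level; inactive = mean lysis activity below 80%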
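Assay system: Cryptococcus neoformans yeast cells / Dosing: single-point compound dose / Timing: 4 h at 37 °C static, read 1 h later / Measured by: luminescence of released adenylate kinase using an AK detection reagent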
esBAF inh: blocks esBAF chromatin remodeling in mouse ES cells; reporter increase, % at 12.5 µM; Bmi1-luciferase knock-in reporter, 24 h; 100% = twice the neutral-well signal; 2% of 350,000 active; in the data active = activation above about 40%;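 note: 0% = median of the plate's neutral control wells and 100% = double that signal; a rise in the Bmi1 reporter signal indicates esBAF inhibition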
ARNT-TACC3 inh: disruptors of human ARNT/TACC3 interaction; AlphaScreen His-ARNT PAS-B/GST-TACC3 binding, luminescence; TACC3 fragment carries E629A point mutation; Q9Y6A5; inhibition, % at 9.99 µM; 0.66% of 390,000 active; AID 623870;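 active = mean inhibition of replicates at least 50% and at least half of replicates each reaching 50%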;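 note: 0% = complete ARNT plus TACC3 wells and 100% = ARNT alone without TACC3; many hits fall short of the cut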
miR122 inh: blocks miR-122 activity in Huh7 sensor cells | Huh7 miR-122 Renilla luciferase sensor, 48 h; neutral wells = 0, positive control = 100 | activation (reporter increase), % at 12.5 µM | 0.3% of 340,000 active | AID 602342;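 active = mean replicate activation score at least 90 and every replicate individually at or above 90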;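 note: higher luciferase means less miR-122 activity so hits act as miR-122 inhibitors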
Statin myotox sup: protects C2C12 myotubes from simvastatin toxicity; rescue of ATP level, % at 7.49 µM; 0.78% of 330,000 active; ATP luminescence, 48 h; scaled: DMSO 0, geranylgeraniol control 100; AID 602340;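 active = mean ATP rescue above about 67%, or every replicate alone reaching that limit, limit read from the data, passing the limit was not always enough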;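 note: myotubes were challenged with 10 µM simvastatin during compound exposure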
SIRT5 block: blocks human SIRT5 desuccinylation of peptide | Q9NXA8 | Purified SirT5, succinyl-peptide AMC, trypsin-coupled fluorescence | inhibition, % at 15 µM | 1.1% of 330,000 active | AID 652115; in the data active = inhibition above about 15%
Target sequence (Q9NXA8 whole entry, looked up): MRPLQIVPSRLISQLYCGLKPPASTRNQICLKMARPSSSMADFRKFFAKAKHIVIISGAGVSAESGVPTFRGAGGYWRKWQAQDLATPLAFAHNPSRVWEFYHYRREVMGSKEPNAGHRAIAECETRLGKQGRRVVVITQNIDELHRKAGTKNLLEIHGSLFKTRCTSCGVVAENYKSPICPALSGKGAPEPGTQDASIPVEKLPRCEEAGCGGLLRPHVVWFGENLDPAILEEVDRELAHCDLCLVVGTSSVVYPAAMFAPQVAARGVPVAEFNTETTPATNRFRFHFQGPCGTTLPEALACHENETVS
ERp5 inh: blocks human ERp5 reductase activity on insulin. Q15084. ERp5 insulin aggregation, absorbance 650 nm, 90 min. inhibition, % at 9.99 µM. 0.05% of 350,000 active;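 active = mean replicate inhibition above about 25%, with every replicate also reaching it, limit read from the data, passing the limit was not always enough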
Target sequence (Q15084 whole entry, looked up): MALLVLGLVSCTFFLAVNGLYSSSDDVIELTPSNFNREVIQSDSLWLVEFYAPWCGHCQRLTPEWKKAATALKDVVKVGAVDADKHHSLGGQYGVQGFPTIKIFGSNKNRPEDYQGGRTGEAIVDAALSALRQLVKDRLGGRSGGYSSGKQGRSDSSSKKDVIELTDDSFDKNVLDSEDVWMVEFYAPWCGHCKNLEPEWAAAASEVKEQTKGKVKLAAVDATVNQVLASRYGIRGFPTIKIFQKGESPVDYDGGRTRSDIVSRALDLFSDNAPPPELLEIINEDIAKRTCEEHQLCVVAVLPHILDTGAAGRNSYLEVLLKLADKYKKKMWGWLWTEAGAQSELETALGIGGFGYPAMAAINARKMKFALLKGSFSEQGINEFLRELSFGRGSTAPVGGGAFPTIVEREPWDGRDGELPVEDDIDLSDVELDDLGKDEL
* hit, by the source's call; nt = not tested or not shown; & = joins results of further samples; [ ] = remark or other dose.

SMILES | Cneo AK release | esBAF inh | ARNT-TACC3 inh | miR122 inh | Statin myotox sup | SIRT5 block | ERp5 inh
O=C(Cc1ccc(F)cc1)NC1CCS(=O)(=O)C1 (configuration not stated) | 1 | 5 | 0 | nt | 4 | -6 | -2
O=C(c1ccc2nc(Cc3cccc(Cl)c3)oc2c1)N1CCC[C@H]1CO | -1 | -4 | -1 | 3 | 0 | -5 | 12
CCCN1[C@@H]2c3ccc(C4=CCCCC4)c(=O)n3C[C@H]1[C@H](CO)[C@H]2C(=O)NCCOC | 2 | 1 | -7 | 3[16.7 µM] | -14 | -18 | 2
CCOC(=O)/C(C(N)=NC(C)C)=C(\O)c1ccccc1 | 1 | 3 | -5 | -5 | -2 | nt | nt
CCC1CCCCN1CCCNC(=O)c1cn(CC(C)C)c(=O)c2cc(OC)c(OC)cc12 (configuration not stated) | nt | 1 | 5 | -11 | nt | nt | nt
CN1C(=O)c2cc(NC(=O)c3cccc(C(F)(F)F)c3)ccc2OC[C@H]2O[C@H](CC(=O)O)CC[C@H]21 | 0 | 2 | -1 | nt | -10 | 0 | -6
CCOCCCNC(=O)c1cc2sc(Cl)cc2n1CC | 2 | -20 | 29 | 4 | -35 | -2 | 0
COC(=O)c1ccc(CN2CCCC(C(=O)Nc3cccc(-n4cccn4)c3)C2)cc1 (configuration not stated) | -1 | 5 | -11 | 0 | -11 | -2 | 2
COc1ccc(NC(=O)Nc2ccc3c(c2)[C@H]2C[C@@H](CC(=O)N4CCOCC4)O[C@H](CO)[C@H]2O3)cc1 | 0 | -2 | -3 | -1[16.7 µM] | -5 | nt | nt
O=C(Nc1cccc(Cl)c1)C1CCCCC1 | 1 | 2 | 0 | -4 | 0 | nt | 1
CC(C)NC(=O)Nc1ccc2c(c1)C(=O)N([C@@H](C)CO)C[C@@H](C)[C@H](CN(C)Cc1ccc(C(=O)O)cc1)OCCCC[C@@H](C)O2 | 1 | -7 | -7 | 6[16.7 µM] | nt | -1 | -1
O=C(Nc1ccc(N2CCN(C(=O)c3ccccc3F)CC2)cc1)c1ncn[nH]1 | nt | nt | 59* | nt | nt | -3 | 3
CCOC(=O)NN=C1CN(S(=O)(=O)c2ccc(C)cc2)C1 | 0 | -1 | 0 | -3 | 8 | 12 | 3
C/C=C/c1cnc2c(c1)C(=O)N([C@@H](C)CO)C[C@H](C)[C@H](CN(C)S(=O)(=O)c1ccc(OC)cc1)O2 | -2 | 3 | -1 | -1[16.7 µM] | 12 | -4 | 1
ClCC1CN(Cc2ccccc2Cl)CCO1 (configuration not stated) | nt | nt | -2 | nt | nt | -5 | -1
CCOc1ccc2nc(NC(=O)CN3CCN(C)CC3)sc2c1 | -3 | 7 | 9 | 2 | 0 | nt | nt
COc1ccc(C(=O)OCC(=O)c2ccc3c(c2)NC(=O)CO3)cc1S(=O)(=O)N1CCOCC1 | 0 | 8 | -5 | nt | 2 | nt | -3
COCC#Cc1cnc2c(c1)C(=O)N([C@H](C)CO)C[C@@H](C)[C@H](CN(C)Cc1ccc(-c3ccccc3)cc1)O2 | nt | -2 | nt | 9[16.7 µM] | 32 | nt | nt
COC(=O)c1cc(NC(=O)c2c(Cl)nc3sccn23)cc(C(=O)OC)c1 | 0 | -4 | -4 | 0 | 23 | nt | nt
Cc1noc(C)c1S(=O)(=O)N(C)C[C@H]1Oc2ccc(NC(=O)Cc3ccccc3)cc2CC(=O)N([C@H](C)CO)C[C@H]1C | 0 | 5 | -4 | -7[16.7 µM] | -10 | nt | nt
CN(C)CCCN(C(=O)c1ccc(S(=O)(=O)N2CCc3ccccc3C2)cc1)c1nc2ccc(F)cc2s1 | 9 | -51 | 4 | -8 | -5 | 2 | -10
CCCCSc1nnc([C@H](C)NC(=O)OC(C)(C)C)o1 | -1 | -13 | -3 | -5 | 10 | nt | nt
Cc1ccc(S(=O)(=O)CC(O)CN2CCCC2=O)cc1 (configuration not stated) | 0 | -7 | -1 | -7 | 2 | nt | nt
COc1ccc(S(=O)(=O)N(CC(N)=O)C2CCCCC2)cc1Cl | -1 | -4 | 3 | 5 | -8 | nt | nt
CCCOc1ccccc1Cn1c(=O)oc2ccccc21 | -3 | 0 | -8 | -5 | 7 | -3 | -1

Later entries:
SMILES | Cneo AK release | esBAF inh | ARNT-TACC3 inh | miR122 inh | Statin myotox sup | SIRT5 block | ERp5 inh
COc1ccccc1C#Cc1ccc([C@@H]2[C@@H](CO)N(C(=O)C3CCC3)[C@H]2C#N)cc1 | 9 | -3 | 30 | nt | 19 | 1 | -6
COc1ccc(CNCC(O)(c2ccc(Cl)cc2)c2ccc(Cl)cc2)cc1OC | 0 | 1 | -3 | -7 | -18 | nt | nt
CSCCC(NC(=O)c1ccccc1Br)C(=O)NNC(=O)C1COc2ccccc2O1 (configuration not stated) | 1 | -1 | 2 | 4 | 11 | -4 | -1
CCN(CC(=O)Nc1cc(Cl)ccc1C)C(=O)C1CCCCC1 | nt | nt | -4 | nt | nt | -1 | -2
COC(=O)c1ccc2nc(-c3ccc(C#N)cc3)c(Cc3cccc(F)c3)n2c1 | -1 | 4 | nt | -1 | -5 | nt | -2
CCN(c1ccccc1)S(=O)(=O)c1cccc(C(=O)NCC(c2cccs2)N2CCOCC2)c1 (configuration not stated) | -1 | -7 | 10 | nt | 3 | 1 | 6
COc1ccc(NC(=O)N2CCCCN3[C@@H](CO)[C@@H](c4ccc(-c5ccccc5F)cc4)[C@@H]3C2)cc1 | 7 | -12 | 14 | -4[16.7 µM] | -144 | -2 | 0
CCOc1ccc(S(=O)(=O)N(C)CC(=O)N2CCCC2)cc1 | 1 | -10 | -4 | -1 | 15 | 0 | 3
O=C(COC(=O)c1ccccc1C(=O)c1ccccc1)NCc1ccc(F)cc1 | -3 | 3 | 8 | 10 | -6 | -5 | -1
Cc1ccc([C@H]2C[C@@H](n3cc(C4CC4)nn3)[C@H](O)CN2Cc2cccs2)cc1 | 3 | 3 | nt | -2 | 40 | -4 | 1
O=C(Oc1ccc(/C=N/Nc2ccccc2)cc1)c1ccccc1 | 14 | 2 | -13 | 3 | -5 | nt | nt
COc1cccc(C2c3c(-c4ccccc4)n[nH]c3C(=O)N2c2ccc(C(=O)O)cc2)c1 (configuration not stated) | 3 | 3 | -2 | -2 | 11 | nt | 1
C=C(CN(C)C)C(=O)c1cc(OC)c(OC)cc1OC | nt | nt | 2 | nt | nt | 0 | 1
COCCNC(=O)C1CCCN(C(=O)c2sc(-c3ccccc3)nc2C)CC1 (configuration not stated) | 0 | -2 | nt | nt | 5 | -2 | 3
COC(=O)c1c(NC(=S)Nc2ccccc2Cl)sc(C)c1C | 0 | -6 | -5 | 41 | 6 | nt | nt
Cc1nc2sc(C(c3ccccc3)N3CCOCC3)c(O)n2n1 (configuration not stated) | -4 | -2 | -1 | 0 | 3 | -3 | -4
O=S(=O)(c1cccs1)N1CCCCN2[C@H](CO)[C@H](c3ccc(Br)cc3)[C@H]2C1 | 1 | -5 | -4 | 3[16.7 µM] | -20 | -1 | -6
COc1ccc(-c2cc(C(=O)N(C)Cc3ccc(OC)c(OC)c3OC)c3ccccc3n2)cc1OC | -1 | -6 | 4 | nt | -108 | 1 | -8
CCOC(=O)N1CCC(Nc2c([N+](=O)[O-])cc(C(=O)O)cc2[N+](=O)[O-])CC1 | -2 | -2 | 6 | -8 | 6 | 0 | -2
CC(=O)Nc1cccc(NC(=O)c2cccc3cccnc23)c1 | -1 | 6 | nt | -1 | 10 | 15* | -2
Cn1ncc(Br)c1C(=O)OCC(=O)Nc1nc(-c2ccccc2)cs1 | -1 | 33 | -1 | -2 | -21 | nt | nt
C[C@@H]1CN([C@@H](C)CO)C(=O)Cc2cc(NC(=O)C3CC3)ccc2O[C@H]1CN(C)S(=O)(=O)c1cccs1 | 51 | -1 | nt | -5[16.7 µM] | -6 | 7 | 2
Cc1[nH]c2ccccc2c1CCNC(=O)c1ccc2nccnc2c1 | -2 | 8 | 1 | 3 | -2 | 0 | -1
CCCNC(=O)N(C)C[C@@H]1Oc2ncc(-c3cccc(C#N)c3)cc2C(=O)N([C@@H](C)CO)C[C@@H]1C | 8 | -1 | -5 | nt | 1 | -2 | 2
Cc1cc2ncn(/N=C/c3ccc4c(c3)OCO4)c2cc1C | nt | nt | 0 | nt | nt | -4 | 0

Next part.
SMILES | Cneo AK release | esBAF inh | ARNT-TACC3 inh | miR122 inh | Statin myotox sup | SIRT5 block | ERp5 inh
O=C(NN=Cc1cc(=O)[nH]c(=O)[nH]1)c1ccncc1 | nt | nt | -9 | nt | nt | -5 | 5
CCOc1ccc(C(=S)NC2CCCCC2)cc1OC | 11 | -2 | 7 | 3 | -6 | -6 | -1
FC(F)(F)c1ccc(CN2CCN(Cc3ccco3)CC2)cc1 | -3 | -4 | -4 | -7 | -5 | -2 | -2
CCOC(=O)Cc1nc2nc(C)cc(C)n2n1 | -1 | -2 | -3 | nt | 4 | 0 | 3
COc1cccc(N/C(N)=N/c2nc(C(F)(F)F)cc(=O)[nH]2)c1 | 0 | nt | -3 | -1 | nt | nt | nt
Cc1ccc(S(=O)(=O)N2CCN(C(=O)CCc3nc4ccccc4c(=O)[nH]3)CC2)c(C)c1 | -1 | -1 | -5 | -2 | -16 | -1 | 26*
CC1(C)Cc2ccccc2C(N/N=C/c2ccc([N+](=O)[O-])cc2)=N1 | nt | nt | -27 | nt | nt | -2 | 6
CC(=O)N(C)C[C@H]1Oc2ncc(-c3ccc(C(=O)N(C)C)cc3)cc2C(=O)N([C@@H](C)CO)C[C@H]1C | -1 | 0 | -5 | -7[16.7 µM] | -7 | -2 | 6
CCC(=O)N1C[C@H](C)[C@@H](OC)CN(C)C(=O)c2cc(NC(=O)C3CCCCC3)ccc2OC[C@H]1C | 1 | 3 | -7 | nt | -7 | -3 | -4
CCOC(OCC)c1cn(Cc2ccc(C(=O)c3ccccc3)cc2)nn1 | -1 | 10 | 0 | -8 | 1 | nt | 9
COc1cccc(S(=O)(=O)N(C)C[C@H]2Oc3cc(Br)ccc3S(=O)(=O)N([C@@H](C)CO)C[C@H]2C)c1 | 2&1 | 2&5 | -7 | 36 | -11&0 | 2&3 | 3&-5
C[C@@H]1CCCCO[C@H](CN(C)S(=O)(=O)c2cn(C)cn2)[C@@H](C)CN([C@@H](C)CO)C(=O)c2cc(NC(=O)Cc3ccccc3)ccc2O1 | -17 | 2 | -12 | 4[16.7 µM] | nt | nt | nt
CC1=C(O)c2ccccc2C(=O)C1=O | 0 | 4 | nt | -1 | -8 | nt | 3
C[C@H](CO)N1C[C@H](C)[C@@H](CN(C)Cc2ccc(-c3ccccc3)cc2)Oc2c(NC(=O)C3CC3)cccc2C1=O | 22 | -5 | 13 | 7[16.7 µM] | 29 | 0 | 0
Cc1ccc(CN(C)C(=O)CSc2nnc3n2CCCCC3)c(C)c1 | 7 | -6 | nt | nt | 1 | -2 | 0
COc1ccc(NC(=O)C(=O)c2cn(CC(=O)N3CCOCC3)c3ccccc23)cc1OC | -2 | 0 | 2 | 6 | 6 | -6 | -1
COc1cc2c(cc1NC(=S)Nc1cccc3ccccc13)oc1ccccc12 | 3 | 34 | -4 | 12 | 15 | nt | nt

4 of these compounds, set out differently.
> CCOc1ccc(C(=S)NC2CCCCC2)cc1OC
  Cneo AK release: 11
  esBAF inh: -2
  ARNT-TACC3 inh: 7
  miR122 inh: 3
  Statin myotox sup: -6
  SIRT5 block: -6
  ERp5 inh: -1
> FC(F)(F)c1ccc(CN2CCN(Cc3ccco3)CC2)cc1
  Cneo AK release: -3
  esBAF inh: -4
  ARNT-TACC3 inh: -4
  miR122 inh: -7
  Statin myotox sup: -5
  SIRT5 block: -2
  ERp5 inh: -2
> CCOC(=O)Cc1nc2nc(C)cc(C)n2n1
  Cneo AK release: -1
  esBAF inh: -2
  ARNT-TACC3 inh: -3
  miR122 inh: nt
  Statin myotox sup: 4
  SIRT5 block: 0
  ERp5 inh: 3
> COc1cccc(N/C(N)=N/c2nc(C(F)(F)F)cc(=O)[nH]2)c1
  Cneo AK release: 0
  esBAF inh: nt
  ARNT-TACC3 inh: -3
  miR122 inh: -1
  Statin myotox sup: nt
  SIRT5 block: nt
  ERp5 inh: nt

Reprinted at random: 2 entries already listed, in no set order.
SMILES | Cneo AK release | esBAF inh | ARNT-TACC3 inh | miR122 inh | Statin myotox sup | SIRT5 block | ERp5 inh
COc1ccc(CNCC(O)(c2ccc(Cl)cc2)c2ccc(Cl)cc2)cc1OC | 0 | 1 | -3 | -7 | -18 | nt | nt
C=C(CN(C)C)C(=O)c1cc(OC)c(OC)cc1OC | nt | nt | 2 | nt | nt | 0 | 1

Screens as filed in PubChem.
